RAD54 branch – inhibitors of human RAD54 branch migration, primary screen, biochemical, fluorescence, single point; DNA repair and recombination protein RAD54-like (Homo sapiens), Q92698; RAD54 Holliday junction branch migration, FAM/BHQ fluorescence; inhibition, % at 10.4 µM; 0.14% of 360,000 active; AID 602329, 2012;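 active = mean normalized replicate activity at least 40 and at least half of replicates scoring 40 or more; inconclusive = only one of the two criteria met; inactive = mean below 40 and under half of replicates reaching 40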;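 note: 0% = median of neutral control wells and 100% = median of positive control wells; inhibitors cause a drop in the FAM fluorescence signal; in these data hits start at about 50%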
Target sequence (Q92698 whole entry, looked up): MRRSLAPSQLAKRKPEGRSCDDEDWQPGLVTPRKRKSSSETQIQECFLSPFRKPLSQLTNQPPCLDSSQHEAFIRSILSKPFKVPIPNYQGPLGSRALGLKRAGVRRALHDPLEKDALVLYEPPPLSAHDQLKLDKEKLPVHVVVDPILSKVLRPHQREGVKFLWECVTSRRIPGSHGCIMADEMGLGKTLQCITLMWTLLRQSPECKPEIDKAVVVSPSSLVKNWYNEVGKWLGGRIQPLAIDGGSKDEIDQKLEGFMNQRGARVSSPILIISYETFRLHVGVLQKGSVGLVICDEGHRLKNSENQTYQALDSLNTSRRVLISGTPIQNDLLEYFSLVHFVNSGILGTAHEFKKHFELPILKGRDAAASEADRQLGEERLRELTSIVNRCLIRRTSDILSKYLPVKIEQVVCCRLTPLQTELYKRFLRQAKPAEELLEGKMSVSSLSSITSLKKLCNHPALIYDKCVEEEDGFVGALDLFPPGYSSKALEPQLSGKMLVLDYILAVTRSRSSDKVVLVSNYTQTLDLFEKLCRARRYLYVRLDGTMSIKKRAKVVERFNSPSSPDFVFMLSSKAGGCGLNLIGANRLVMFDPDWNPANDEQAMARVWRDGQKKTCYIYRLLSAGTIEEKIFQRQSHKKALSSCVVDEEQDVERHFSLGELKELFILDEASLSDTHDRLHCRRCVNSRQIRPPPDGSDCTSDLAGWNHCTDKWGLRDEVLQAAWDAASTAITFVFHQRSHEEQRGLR
RAD52 anneal inh – RAD52 DNA annealing inhibitors, primary screen, biochemical, FRET, single point, set 2. DNA repair protein RAD52 homolog (Homo sapiens), P43351. recombinant RAD52 DNA annealing, FRET fluorescence. inhibition, % at 18.7 µM. 0.46% of 360,000 active. AID 651710, 2012;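 active = every replicate showing at least 50% inhibition; inconclusive = mean inhibition at least 50% but not in every replicate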
EWS-Fli block – EWS/Fli-driven NR0B1 reporter inhibitors, primary screen, A673 cells, NR0B1 luciferase, luminescence, MLPCN library; viability-normalised; 0.67% of 350,000 active; inhibition, % at 12.6 µM;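 active = mean inhibition of at least 50% after viability correction, with every replicate also passing that limit; inconclusive = mean reaches 50% but only one of two replicates passes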;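 note: firefly luciferase signal divided by Alamar Blue viability fluorescence both relative to DMSO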
E-selectin induc – E-selectin induction in HUVECs, primary screen, imaging, HUVEC, immunofluorescence imaging, single point. P16581. AID 686992, 2013. activation, % at 7.58 µM. 0.37% of 260,000 active. normalized: neutral wells 0, TNF-alpha wells 100;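 active = mean E-selectin-positive cell signal at least 10% of the positive control, reached in at least 60% of replicates, without over 20% cell loss; inconclusive = no rule given, readout overlaps actives, possibly toxicity-flagged; inactive = the rest, including those meeting only one limit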;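 note: in these data hits start at about 27%; measured in HUVEC primary endothelial cells; signal is the percent of cells scored E-selectin positive by PE staining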
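Read-out: % PE-positive cells | Test system: HUVEC | Doses: One compound dose added by pin transfer | Buffer or medium: EGM-2 over gelatin coat | Signal: Immunofluorescence imaging | Benchmarks: TNF-alpha, DMSO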
S100A4 MyoIIA – inhibitors of S100A4-myosin IIA peptide binding, primary screen, biochemical, fluorescence polarization, TAMRA-MyoIIA peptide. 0.14% of 360,000 active. Protein S100-A4 (Homo sapiens), P26447. AID 652163, 2013. inhibition, % at 10.7 µM;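 active = mean inhibition of at least 70% across replicates, with every replicate also reaching that level; inconclusive = mean inhibition reaches 70% but some replicates fall short; inactive = mean inhibition below 70%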
Target sequence (P26447 whole entry, looked up): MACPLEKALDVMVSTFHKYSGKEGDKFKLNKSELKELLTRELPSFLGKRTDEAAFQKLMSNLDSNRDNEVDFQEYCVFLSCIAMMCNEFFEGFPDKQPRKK
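Test system – S100A4 monomer (human) · Compound – single-point compound testing · Schedule – 5 min incubation before reading · Probe or stimulus – TAMRA-labelled myosin IIA heavy-chain peptide probe, 5 nM · Benchmarks – neutral control DMSO, positive control TFP · Medium – Calcium-containing HEPES buffer, pH 7.2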
FN deposition inh – inhibitors of fibronectin matrix deposition, primary screen, AH1F cells, Alexa488-fibronectin fluorescence, plate reader; AH1F fibroblasts, overnight; inhibition, % at 12.6 µM; 0.086% of 350,000 active;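 active = mean inhibition across replicates of 30% or more, regardless of how many single replicates reach that level; inconclusive = mean under 30% yet at least half of replicates reach 30%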;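 note: positive control wells lacked labelled fibronectin entirely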
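Assay system: AH1F fibroblast monolayer, labelled fibronectin deposition. Amount: 10000 cells per well. Also added: labelled fibronectin 24 nM. Compound: single-point pinned compound. Incubation: cell attachment 1 h, compound and FN exposure overnight. Detection: fluorescence after three HBSS washes, excitation 485 nm, emission 525 nm. Read-out: inhibition of fibronectin deposition signal.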
Xi reactivation – activators of inactive X chromosome reactivation, primary screen, imaging, XiGFP fibroblasts, GFP high-content imaging, set 2 | XiGFP mouse fibroblasts, % GFP-positive cells imaging, 3 d; cells co-treated with 5-aza-dC sensitizer; scaled so ellipticine positive control = 100% | 0.055% of 360,000 active | AID 743238, 2013 | activation, % at 7.58 µM;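 active = mean normalized replicate activation at least 10% and every replicate at or above 10%; inconclusive = only one of the two criteria met; inactive = mean below 10% and not all replicates reach 10%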;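 note: 0% = median of on-plate neutral control wells and 100% = ellipticine 6 µM median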
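System: SV40-immortalized XiGFP fibroblast cells, line 68-5-11 / Incubation: 3-day compound exposure, then 15 min fixation at room temperature / Compound: single concentration per compound, delivered by pin transfer / Buffer or medium: DMEM plus 5-aza-dC sensitizer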
esBAF inh – Bmi1 luciferase reporter increase in mESCs, primary screen, esBAF inhibitor project, mouse ES cells, Bmi1 luciferase knock-in, single point; 24 h; 100% = twice the neutral-well signal; reporter increase, % at 12.5 µM; 2% of 350,000 active; AID 602393, 2012; in the data active = activation above about 40%; inconclusive = no clear call, values can overlap the other calls;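 note: 0% = median of the plate's neutral control wells and 100% = double that signal; a rise in the Bmi1 reporter signal indicates esBAF inhibition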
* = called active by the depositor; & = joins results of further samples.

Results for COc1ccccc1C(=O)Nc1ccc(CN2CCCCC2)cc1 ?
RAD54 branch: 12; RAD52 anneal inh: -19; S100A4 MyoIIA: 18; FN deposition inh: -4; esBAF inh: 10

Results for COc1cc(NCc2ccccc2)c2ncn(C(C)C)c2c1 ?
RAD54 branch: -1&8; RAD52 anneal inh: -20; EWS-Fli block: -10; E-selectin induc: 0.0; S100A4 MyoIIA: 3; FN deposition inh: 6; Xi reactivation: 0.0; esBAF inh: 3

What do the screens show for `C=CCN=c1scc(-c2ccccc2)n1/N=C/c1ccccn1`?
RAD54 branch: -6&4; RAD52 anneal inh: -94&-29; EWS-Fli block: -61&-22; E-selectin induc: -0.6; S100A4 MyoIIA: 0&-6; FN deposition inh: 4&11; Xi reactivation: 0.4&0.2; esBAF inh: 1

How did Cc1ccc(-c2ccc3c(c2)O[C@H](CN(C)Cc2cncnc2)[C@H](C)CN([C@H](C)CO)S3(=O)=O)cc1 do in these assays?
EWS-Fli block: 3; E-selectin induc: 0.9; Xi reactivation: 0.8; esBAF inh: -5

How did CCC(=O)N1C[C@@H](C)[C@@H](OC)CN(C)C(=O)c2ccc(NC(=O)c3cnccn3)cc2OC[C@@H]1C do in these assays?
RAD54 branch: -3; RAD52 anneal inh: -10; EWS-Fli block: -3; E-selectin induc: -0.1; S100A4 MyoIIA: -6; FN deposition inh: 1; Xi reactivation: 0.4; esBAF inh: -3

Results for CCCCC(c1nnnn1C(C)C)N1CCN(C(=O)c2ccco2)CC1 (stereo not given) ?
RAD54 branch: 1; RAD52 anneal inh: -21; EWS-Fli block: -8; S100A4 MyoIIA: -5; FN deposition inh: 8; Xi reactivation: -0.1; esBAF inh: 1

How did COc1ccccc1N1CCN(Cc2cc(=O)c(OCC(=O)NC(C)C)co2)CC1 do in these assays?
RAD54 branch: 8; RAD52 anneal inh: 7; S100A4 MyoIIA: 1; FN deposition inh: -7; Xi reactivation: 0.0; esBAF inh: 1

Results for CCCSc1nsc(NC(=O)Nc2ccc(F)cc2F)n1 ?
RAD54 branch: 5; RAD52 anneal inh: -5; EWS-Fli block: -39; S100A4 MyoIIA: -8; FN deposition inh: 1; Xi reactivation: 0.0; esBAF inh: 6

How did C/C(=C\C(=O)OCCCCCCCCC(=O)O)C[C@@H]1OC[C@H](C[C@@H]2O[C@H]2[C@@H](C)[C@H](C)O)[C@@H](O)[C@H]1O do in these assays?
RAD54 branch: 5; RAD52 anneal inh: -11; EWS-Fli block: 3; E-selectin induc: -0.2; S100A4 MyoIIA: -8; FN deposition inh: -6; Xi reactivation: 0.0; esBAF inh: 7

Results for CCCNC(=O)C[C@@H]1C[C@H]2c3cc(NS(C)(=O)=O)ccc3O[C@H]2[C@H](CO)O1 ?
RAD54 branch: -1; RAD52 anneal inh: 0; EWS-Fli block: -10; E-selectin induc: 0.0; S100A4 MyoIIA: 17; FN deposition inh: -8; Xi reactivation: -0.1; esBAF inh: -1

How did CCC(=O)N1CCC(C)(C(=O)Nc2cc(OC)c(OC)c(OC)c2)C1 (stereo not given) do in these assays?
RAD54 branch: 8; RAD52 anneal inh: -15; EWS-Fli block: 2; E-selectin induc: 0.0; S100A4 MyoIIA: 2; FN deposition inh: 0; Xi reactivation: -0.1; esBAF inh: -1

What do the screens show for `Nc1nonc1-n1nnc(C(=O)N/N=C/c2cccs2)c1CSc1ccccc1`?
RAD54 branch: -4; RAD52 anneal inh: -11; EWS-Fli block: -1; S100A4 MyoIIA: -11; FN deposition inh: 6; Xi reactivation: 0.0; esBAF inh: 3

How did CC=Cc1ccc2n(c1=O)C[C@@H]1[C@@H](CO)[C@H](C(=O)N(C)C)N(CCC(F)(F)F)[C@H]21 (mixture of isomers) do in these assays?
RAD54 branch: -3; RAD52 anneal inh: -18; EWS-Fli block: -7; E-selectin induc: -0.5; S100A4 MyoIIA: 6; Xi reactivation: 0.4; esBAF inh: 3

How did C[C@H](CO)N1C[C@H](C)[C@@H](CN(C)C(=O)Nc2cccc3ccccc23)Oc2ccc(NS(=O)(=O)c3ccc(Cl)cc3)cc2CC1=O do in these assays?
RAD54 branch: -2; RAD52 anneal inh: 3; EWS-Fli block: 11; E-selectin induc: inconclusive; S100A4 MyoIIA: 3; Xi reactivation: -1.0; esBAF inh: 5

Results for O=C(NCCCN1CCCC1)c1ccc(CS(=O)(=O)c2ccc(Br)cc2)o1 ?
RAD54 branch: 2; RAD52 anneal inh: -19; EWS-Fli block: 18; E-selectin induc: 0.0; S100A4 MyoIIA: -1; FN deposition inh: 6; Xi reactivation: 0.2; esBAF inh: 1

What do the screens show for `O=C1OC(c2cccs2)=N/C1=C/c1ccc(-c2cccc(C(=O)O)c2)o1`?
RAD52 anneal inh: -78; EWS-Fli block: -25; E-selectin induc: -1.5; S100A4 MyoIIA: -13; FN deposition inh: 8; Xi reactivation: 0.0

What do the screens show for `COc1ccc(NC(=O)N(C)C[C@H]2Oc3c(NC(=O)C4CCCCC4)cccc3C(=O)N([C@H](C)CO)C[C@@H]2C)cc1`?
RAD54 branch: -2; RAD52 anneal inh: 3; EWS-Fli block: -15&3; E-selectin induc: -0.2&0.0; S100A4 MyoIIA: 0; FN deposition inh: 5; Xi reactivation: -1.1&-0.1; esBAF inh: 1&1

How did NS(=O)(=O)c1cccc(NC(=O)c2ccc(NS(=O)(=O)c3cccc([N+](=O)[O-])c3)cc2)c1 do in these assays?
RAD54 branch: -3; RAD52 anneal inh: -6; EWS-Fli block: 8; E-selectin induc: -0.1; S100A4 MyoIIA: -4; FN deposition inh: 9; Xi reactivation: 0.1; esBAF inh: 9

How did CCCCC1=CC2=CC(=O)C(C)(OC(=O)CC)C(=O)C2=CN1C1CCCCC1 (stereo not given) do in these assays?
RAD54 branch: 6; RAD52 anneal inh: -22; EWS-Fli block: -1; E-selectin induc: -0.2; S100A4 MyoIIA: 0; FN deposition inh: -16; Xi reactivation: 0.1; esBAF inh: 4

Results for COc1nnc(-c2ccc(C)c(S(=O)(=O)N(C)C)c2)c2ccccc12 ?
RAD54 branch: -5; RAD52 anneal inh: -15; EWS-Fli block: 5; E-selectin induc: 1.7; S100A4 MyoIIA: 3; FN deposition inh: 0; Xi reactivation: 0.0; esBAF inh: 3

What do the screens show for `Cc1ccc(S(=O)(=O)N2C[C@H](O)COC[C@H]3O[C@@H](CC(=O)NCc4ccc5c(c4)OCO5)CC[C@@H]32)cc1`?
RAD54 branch: -1; RAD52 anneal inh: -11; EWS-Fli block: -2; E-selectin induc: 0.0; S100A4 MyoIIA: 0; FN deposition inh: -3; Xi reactivation: 0.1; esBAF inh: 1

What do the screens show for `O=C(C[C@H]1CC[C@@H](NS(=O)(=O)c2ccc(F)cc2)[C@@H](CO)O1)NC1CCCCC1`?
RAD54 branch: -2; RAD52 anneal inh: 5; EWS-Fli block: 6; E-selectin induc: -0.1; S100A4 MyoIIA: 22; FN deposition inh: 2; Xi reactivation: 0.1; esBAF inh: 5

How did COc1ccc2c3c([nH]c2c1)[C@H](CO)NCC31CN(C(=O)Nc2c(C)noc2C)C1 do in these assays?
RAD52 anneal inh: 0; EWS-Fli block: 11; E-selectin induc: 0.5; S100A4 MyoIIA: 34; FN deposition inh: 1; Xi reactivation: 0.1

What do the screens show for `O=C(CC1CC1)N1[C@@H](CO)[C@@H](c2ccccc2)C12CN(Cc1ccccc1)C2`?
RAD52 anneal inh: -61; EWS-Fli block: -3; E-selectin induc: 0.2; S100A4 MyoIIA: -3; FN deposition inh: -15; Xi reactivation: 0.1

Structural class, those above with a thiophene ring, fused or not
What do the screens show for `Nc1nonc1-n1nnc(C(=O)N/N=C/c2cccs2)c1CSc1ccccc1`?
RAD54 branch: -4; RAD52 anneal inh: -11; EWS-Fli block: -1; S100A4 MyoIIA: -11; FN deposition inh: 6; Xi reactivation: 0.0; esBAF inh: 3

What do the screens show for `O=C1OC(c2cccs2)=N/C1=C/c1ccc(-c2cccc(C(=O)O)c2)o1`?
RAD52 anneal inh: -78; EWS-Fli block: -25; E-selectin induc: -1.5; S100A4 MyoIIA: -13; FN deposition inh: 8; Xi reactivation: 0.0

Continuation.
What do the screens show for `CC(C)NC(=O)N(C)C[C@@H]1Oc2c(NC(=O)C3CCOCC3)cccc2C(=O)N([C@H](C)CO)C[C@H]1C`?
RAD54 branch: -3; RAD52 anneal inh: -1; EWS-Fli block: -5; E-selectin induc: -0.1; S100A4 MyoIIA: 7; Xi reactivation: 0.0; esBAF inh: 2

How did Cc1ccc(S(=O)(=O)NNC(=O)NC23CC4CC(CC(C4)C2)C3)cc1 do in these assays?
RAD52 anneal inh: -3; EWS-Fli block: 1; S100A4 MyoIIA: -2; FN deposition inh: -6; Xi reactivation: 0.0

Results for O=c1c2cc([N+](=O)[O-])ccc2nc2n1CCCC2 ?
RAD54 branch: 0; RAD52 anneal inh: -6; EWS-Fli block: 4; E-selectin induc: 0.1; S100A4 MyoIIA: -2; FN deposition inh: -6; Xi reactivation: 0.1; esBAF inh: -2

What do the screens show for `O=C(Nc1cccc(-n2cnnn2)c1)C1CCCN(Cc2cccc(C(F)(F)F)c2)C1` (stereo not given)?
RAD54 branch: -2; RAD52 anneal inh: -69; EWS-Fli block: 27; E-selectin induc: 0.1; S100A4 MyoIIA: -11; Xi reactivation: 0.5; esBAF inh: 8

Results for COc1ccc(S(=O)(=O)N(C)C[C@H]2Oc3c(NC(=O)CCCCCC(=O)Nc4ccccc4N)cccc3C(=O)N([C@H](C)CO)C[C@H]2C)cc1 ?
RAD52 anneal inh: -36; E-selectin induc: -0.3; S100A4 MyoIIA: 2; Xi reactivation: -0.1

What do the screens show for `O=C(Nc1ccc2ccccc2c1)c1cccc2ccccc12`?
RAD54 branch: -5; RAD52 anneal inh: -8; EWS-Fli block: -27; E-selectin induc: 0.7; S100A4 MyoIIA: 3; FN deposition inh: 6; Xi reactivation: -0.1; esBAF inh: 77*

Bioassay records (PubChem)
